NCOA1 inh: SRC1 coactivator transcriptional activity inhibitors, primary screen, cell-based, luminescence; HEK293 GAL4-SRC1 luciferase reporter; 360,000 tested, 0.12% active; inhibition, % at 3.6 µM; AID 588354, 2011;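 active = inhibition above the campaign mean plus 3 SD, with each screening campaign given its own cutoff, cut at about 60% in these data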;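 also: 0% = DMSO treated cells and 100% = gossypol at 36 µM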
LRH-1 inv ag: LRH-1 (NR5A2) inverse agonists, primary screen, cell-based, luminescence, HEK293T, StAR-luciferase reporter; Nuclear receptor subfamily 5 group A member 2 (Homo sapiens), O00482; LRH-1 transfected, 24 h; inhibition, % at 3.6 µM; 360,000 tested, 0.13% active; AID 602396, 2012;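 active = inhibition above the mean inhibition of all tested compounds plus 3 SD, cut at about 73% in these data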;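 also: 0% = DMSO wells and 100% = reporter-only cells lacking LRH-1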
NCOA2 inhibitor: inhibition of GAL4-SRC2 driven luciferase reporter, primary screen, SRC2 inhibitor project, cell-based, luminescence; inhibition, % at 9 µM; HEK293 GAL4-SRC2 luciferase reporter; Nuclear receptor coactivator 2 (Homo sapiens), Q15596; 370,000 tested, 0.17% active; AID 651957, 2012;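 active = inhibition above the mean inhibition of all tested compounds plus 3 SD, set per campaign, cut at about 52% in these data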;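 also: 0% = DMSO treated cells and 100% = cells given Gossypol at 36 µM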
Target sequence (Q15596 whole entry, looked up, the tested form may be a part): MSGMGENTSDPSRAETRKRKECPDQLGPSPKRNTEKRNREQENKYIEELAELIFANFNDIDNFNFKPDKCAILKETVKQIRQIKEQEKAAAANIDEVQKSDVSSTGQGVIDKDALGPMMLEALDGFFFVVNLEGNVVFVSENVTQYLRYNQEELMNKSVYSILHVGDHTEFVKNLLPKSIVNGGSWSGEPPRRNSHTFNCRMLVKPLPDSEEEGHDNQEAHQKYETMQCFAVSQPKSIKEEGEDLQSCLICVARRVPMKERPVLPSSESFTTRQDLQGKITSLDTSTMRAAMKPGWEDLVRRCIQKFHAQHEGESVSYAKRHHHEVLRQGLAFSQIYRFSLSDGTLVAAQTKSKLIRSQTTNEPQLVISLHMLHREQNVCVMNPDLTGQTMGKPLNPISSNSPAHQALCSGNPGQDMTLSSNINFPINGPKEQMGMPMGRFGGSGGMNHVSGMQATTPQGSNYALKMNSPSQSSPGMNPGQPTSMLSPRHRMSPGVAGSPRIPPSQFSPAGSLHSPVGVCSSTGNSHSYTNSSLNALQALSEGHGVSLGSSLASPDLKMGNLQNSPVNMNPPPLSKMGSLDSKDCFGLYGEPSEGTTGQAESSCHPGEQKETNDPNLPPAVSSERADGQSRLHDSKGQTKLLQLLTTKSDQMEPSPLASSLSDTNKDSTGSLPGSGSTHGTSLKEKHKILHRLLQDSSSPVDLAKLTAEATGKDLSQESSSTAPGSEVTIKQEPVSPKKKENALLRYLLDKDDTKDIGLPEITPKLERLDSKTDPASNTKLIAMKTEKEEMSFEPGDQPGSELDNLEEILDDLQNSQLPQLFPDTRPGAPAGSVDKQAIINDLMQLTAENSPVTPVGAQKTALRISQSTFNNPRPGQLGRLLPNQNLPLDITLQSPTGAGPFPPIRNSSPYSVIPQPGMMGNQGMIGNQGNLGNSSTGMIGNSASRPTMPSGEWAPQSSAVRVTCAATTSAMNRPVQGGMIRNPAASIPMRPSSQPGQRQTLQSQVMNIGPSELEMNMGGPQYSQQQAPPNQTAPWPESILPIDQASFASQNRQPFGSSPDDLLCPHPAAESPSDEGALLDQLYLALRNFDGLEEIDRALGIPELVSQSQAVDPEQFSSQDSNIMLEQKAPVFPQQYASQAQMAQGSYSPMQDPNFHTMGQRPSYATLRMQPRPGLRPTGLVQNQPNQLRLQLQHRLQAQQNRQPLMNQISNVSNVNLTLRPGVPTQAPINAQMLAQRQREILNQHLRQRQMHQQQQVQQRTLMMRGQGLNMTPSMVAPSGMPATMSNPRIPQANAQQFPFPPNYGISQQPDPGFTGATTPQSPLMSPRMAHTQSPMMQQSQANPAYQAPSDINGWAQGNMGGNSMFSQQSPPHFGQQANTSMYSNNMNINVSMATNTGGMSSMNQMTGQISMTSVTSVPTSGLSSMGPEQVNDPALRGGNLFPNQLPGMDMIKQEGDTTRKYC
SRC3 inh: SRC3 coactivator transcriptional activity inhibitors, primary screen, cell-based, luminescence | HEK293 GAL4-SRC3 luciferase reporter | inhibition, % at 3.6 µM | Nuclear receptor coactivator 3 (Homo sapiens), Q9Y6Q9 | 360,000 tested, 0.17% active;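 active = inhibition above a per-campaign cutoff, the mean of all compounds plus 3 SD, cut at about 60% in these data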;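 also: 0% = DMSO-treated cells and 100% = gossypol-treated cells at 36 µM; higher means less SRC3-driven luciferase light from the GAL4 reporter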
NOD2-RIPK2 inh: NOD2-RIPK2 binding disruptors in cells, primary screen, fluorescence, CHO cells, BLA complementation | Receptor-interacting serine/threonine-protein kinase 2 (Homo sapiens), O43353 | AID 624267, 2012 | 360,000 tested, 0.38% active | CCF4 ratio | inhibition, % at 4.98 µM; in the data active = inhibition above about 21%;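 also: 0% = vehicle only and 100% = reference blocker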
COUP-TFII inh: NR2F2 transcriptional activity inhibitors, primary screen, cell-based, luciferase reporter, HEK293T, luminescence. COUP transcription factor 2 (Homo sapiens), P24468. HEK293T NGFI-A luciferase reporter. 370,000 tested, 0.7% active. inhibition, % at 8.6 µM;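 active = inhibition above a per-plate cutoff, mean inhibition of test wells between control levels plus 3 SD, cut at about 38% in these data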;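 also: cells cotransfected with COUP-TFII expression vector driving the NGFI-A reporter; 0% = median of COUP-TF2 test wells and 100% = reporter-only cells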
TLR9-MyD88 inh: inhibitors of TLR9-MyD88 association in cells, primary screen, cell-based, CHO, BLA complementation, fluorescence | CCF4 FRET ratio | 340,000 tested, 0.21% active | inhibition, % at 4.98 µM;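 active = inhibition above the mean over all tested compounds plus 3 SD, cut at about 21% in these data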;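 also: 0% = DMSO only wells and 100% = clavulanate BLA inhibitor control wells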
MC4R barr agon: MC4R agonists recruiting beta-arrestin, primary screen, cell-based, luminescence, agonist arm of biased-ligand search; U2OS MC4R beta-arrestin complementation; percent of melanotan II response, DMSO zero; activation, % at 8.9 µM; AID 540308, 2011; Melanocortin receptor 4 (Homo sapiens), P32245; 360,000 tested, 0.98% active;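 active = activation above a per-plate cutoff, the mean activation of sample wells on that plate plus 3 SD, cut at about 8% in these data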
MC4R antagonist: MC4R antagonists of cAMP signaling, primary screen, cell-based, TR-FRET, antagonist arm of biased-ligand search; Melanocortin receptor 4 (Homo sapiens), P32245; MC4R-expressing cells, MTII-stimulated cAMP, LANCE TR-FRET; inhibition, % at 6.5 µM; 360,000 tested, 0.48% active; AID 540295, 2011;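 active = inhibition above its plate's cutoff, the mean of tested wells on that plate plus 3 SD, cut at about 29% in these data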;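 also: 0% = Melanotan II alone and 100% = Melanotan II plus saturating MCL0020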
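Material – human MC4R-expressing U2OS cells · Repeats – no replicates · Detection – TR-FRET with Eu-cAMP and labeled anti-cAMP, 671 nm · Times – compound 30 min, challenge 1 h, detection 1 h · Compound – single nominal compound dose of 6.5 µM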
LMP1 NFkB inh: EBV LMP1-driven NF-kappaB luciferase reporter inhibitors, primary screen, cell-based, luminescence, single point. 350,000 tested, 0.69% active. inhibition, % at 12.5 µM. AID 504558, 2011. LMP1-induced NF-kappaB luciferase reporter cells; in the data active = inhibition above about 41%;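 also: 0% = neutral control wells and 100% = reference inhibitor control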
ABHD5-PLIN5 inh: ABHD5-PLIN5 interaction inhibitors, primary screen, cell lysate, split luciferase complementation, luminescence; AID 602281, 2012; Split G. princeps luciferase complementation, 4 h; inhibition, % at 4 µM; 360,000 tested, 0.78% active; Perilipin-5 (Homo sapiens) + 1-acylglycerol-3-phosphate O-acyltransferase ABHD5 (Homo …;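 active = inhibition above the mean inhibition across every tested compound plus 3 SD, cut at about 22% in these data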;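 also: 0% = DMSO only wells and the 100% control is not disclosed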
Active calls of the source: *.

For CCS(=O)(=O)c1nc(S(=O)(=O)c2ccc(C)cc2)c(NCCCn2ccnc2)s1 the results were NCOA1 inh 1, LRH-1 inv ag -15, NCOA2 inhibitor 10, SRC3 inh 15, NOD2-RIPK2 inh -17, COUP-TFII inh -10, TLR9-MyD88 inh -3, MC4R barr agon -3.6, MC4R antagonist -4, LMP1 NFkB inh -11 and ABHD5-PLIN5 inh 1.
`CCOc1cc(/C=C/c2nc3cc(C)c(C)cc3s2)ccc1OCC(=O)N1CCOCC1` gave NCOA1 inh 2, LRH-1 inv ag -17, NCOA2 inhibitor 10, SRC3 inh -5, NOD2-RIPK2 inh 4, COUP-TFII inh -3, TLR9-MyD88 inh -2, MC4R barr agon -0.9, MC4R antagonist -1, LMP1 NFkB inh 23 and ABHD5-PLIN5 inh 2.
Cc1ccc(NC(=S)NC(=O)Cc2ccccc2)c(O)c1 was read as NCOA1 inh -41, LRH-1 inv ag -2, NCOA2 inhibitor 4, SRC3 inh -12, NOD2-RIPK2 inh -18, COUP-TFII inh -15, TLR9-MyD88 inh -7, MC4R barr agon 0.6, MC4R antagonist 9, LMP1 NFkB inh -7 and ABHD5-PLIN5 inh -6.
Screening CCOc1cc(C)c(C(C)C)cc1S(=O)(=O)n1ccc(C)n1 returned NCOA1 inh -15, LRH-1 inv ag 1, NCOA2 inhibitor 1, SRC3 inh 6, NOD2-RIPK2 inh 2, COUP-TFII inh -2, TLR9-MyD88 inh -5, MC4R barr agon -1.3, MC4R antagonist 19, LMP1 NFkB inh -4 and ABHD5-PLIN5 inh -4.
CS(=O)(=O)N1CCc2cc(C(=O)Nc3ccc(Br)cc3)ccc21 was read as NCOA1 inh -37, LRH-1 inv ag -24, NCOA2 inhibitor -34, SRC3 inh -49, NOD2-RIPK2 inh -10, COUP-TFII inh -1, TLR9-MyD88 inh 2, MC4R barr agon 6.4, MC4R antagonist 7, LMP1 NFkB inh -9 and ABHD5-PLIN5 inh -7.
For C=CCc1cc(C)ccc1OCCOCCn1ccnc1 the results were NCOA1 inh 6, LRH-1 inv ag -16, NCOA2 inhibitor 6, SRC3 inh 26, NOD2-RIPK2 inh -8, COUP-TFII inh 2, TLR9-MyD88 inh -1, MC4R barr agon -0.5, MC4R antagonist 5, LMP1 NFkB inh 1 and ABHD5-PLIN5 inh 3.
`Cc1ccc2nc(NC(=O)C3CCCN(S(=O)(=O)c4cccc5nsnc45)C3)sc2c1` (stereo not given) gave NCOA1 inh -2, LRH-1 inv ag -21, NCOA2 inhibitor 7, SRC3 inh -9, NOD2-RIPK2 inh 0, COUP-TFII inh 26, TLR9-MyD88 inh 4, MC4R barr agon -2.0, MC4R antagonist 17, LMP1 NFkB inh 3 and ABHD5-PLIN5 inh -3.
For O=C(CC[C@H]1O[C@@H](n2ccc(=O)[nH]c2=O)[C@H](O)[C@@H]1O)NCC(c1ccccc1)c1ccccc1 the results were NCOA1 inh 8, LRH-1 inv ag 2, NCOA2 inhibitor -6, SRC3 inh -7, NOD2-RIPK2 inh 3, COUP-TFII inh 1 and ABHD5-PLIN5 inh -5.
`O=C(Nc1ccccc1C(F)(F)F)c1cccnc1` gave NCOA1 inh -2, LRH-1 inv ag -9, NCOA2 inhibitor -21, SRC3 inh 19, NOD2-RIPK2 inh -1, COUP-TFII inh 5, TLR9-MyD88 inh -7, MC4R barr agon -0.6, MC4R antagonist 4, LMP1 NFkB inh -5 and ABHD5-PLIN5 inh 4.
`CCSc1nnc(NC(=O)c2cccc(S(=O)(=O)N(C)c3ccc(C)cc3)c2)s1` gave NCOA1 inh 13, LRH-1 inv ag -1, NCOA2 inhibitor -30, SRC3 inh 15, NOD2-RIPK2 inh -4, COUP-TFII inh -12, TLR9-MyD88 inh 0, MC4R barr agon -0.9, MC4R antagonist 3, LMP1 NFkB inh 6 and ABHD5-PLIN5 inh -6.
Screening CCCC(=O)Nc1ccc(-c2nc3cc(C)c(C)cc3o2)cc1 returned NCOA1 inh -98, LRH-1 inv ag -138, NCOA2 inhibitor -61, SRC3 inh -100, NOD2-RIPK2 inh -14, COUP-TFII inh -35, TLR9-MyD88 inh -13, MC4R barr agon 0.6, MC4R antagonist -7, LMP1 NFkB inh -33 and ABHD5-PLIN5 inh 3.
For Cc1cccc(OCC(=O)Nc2nc(-c3ccncc3)cs2)c1 the results were NCOA1 inh -3, LRH-1 inv ag -33, NCOA2 inhibitor -9, SRC3 inh -10, NOD2-RIPK2 inh -8, COUP-TFII inh -3, TLR9-MyD88 inh 1, MC4R barr agon 0.4, MC4R antagonist 5, LMP1 NFkB inh 0 and ABHD5-PLIN5 inh 9.
`CCC1(c2ccc(F)cc2)NC(=O)N(CC(=O)NC2CC2)C1=O` (stereo not given) gave NCOA1 inh -16, LRH-1 inv ag -5, NCOA2 inhibitor -15, SRC3 inh 5, NOD2-RIPK2 inh -10, COUP-TFII inh -5, TLR9-MyD88 inh 5, MC4R barr agon -2.8, MC4R antagonist -7, LMP1 NFkB inh -4 and ABHD5-PLIN5 inh 5.
Cc1ccc(-n2nc3c(c2NC(=O)c2ccco2)CS(=O)C3)cc1 (stereo not given) was read as NCOA1 inh -4, LRH-1 inv ag -17, NCOA2 inhibitor 9, SRC3 inh -14, NOD2-RIPK2 inh -7, COUP-TFII inh -25, TLR9-MyD88 inh -2, MC4R barr agon -2.6, MC4R antagonist 14, LMP1 NFkB inh -3 and ABHD5-PLIN5 inh 2.
Screening Clc1ccc(-n2nnc(-c3cccnc3Cl)n2)cn1 returned NCOA1 inh -79, LRH-1 inv ag -64, NCOA2 inhibitor -21, SRC3 inh -79, NOD2-RIPK2 inh 2, COUP-TFII inh -38, TLR9-MyD88 inh -3, MC4R barr agon 0.2, MC4R antagonist 0, LMP1 NFkB inh -19 and ABHD5-PLIN5 inh -3.
CC(O)CSc1nc2c(c(=O)n(C)c(=O)n2C)n1CCCc1ccccc1 (stereo not given) was read as NCOA1 inh -5, LRH-1 inv ag 21, NCOA2 inhibitor 33, SRC3 inh -2, NOD2-RIPK2 inh -9, COUP-TFII inh -5, TLR9-MyD88 inh 8, MC4R barr agon 0.0, MC4R antagonist -5, LMP1 NFkB inh -3 and ABHD5-PLIN5 inh 8.
Screening Cc1ccc(S(=O)(=O)NC(=O)C2(C)CCN2C(=O)Cc2ccc(-c3ccccc3)cc2)cc1 (stereo not given) returned NCOA1 inh 2, LRH-1 inv ag -6, NCOA2 inhibitor 24, SRC3 inh 8, NOD2-RIPK2 inh -1, COUP-TFII inh 8, MC4R barr agon -0.6, MC4R antagonist 9 and ABHD5-PLIN5 inh 5.
Cc1ccc2nc(/C(C#N)=C\c3cc(O)ccc3[N+](=O)[O-])[nH]c2c1 was read as NCOA1 inh 0, LRH-1 inv ag -17, NCOA2 inhibitor -7, SRC3 inh 7, NOD2-RIPK2 inh 0, COUP-TFII inh -10, TLR9-MyD88 inh 4, MC4R barr agon -2.4, MC4R antagonist 2, LMP1 NFkB inh 0 and ABHD5-PLIN5 inh -3.
C=CCNc1cc(C)oc(=O)c1C(=O)CCC was read as NCOA1 inh -19, LRH-1 inv ag -34, NCOA2 inhibitor 12, SRC3 inh 9, NOD2-RIPK2 inh -10, COUP-TFII inh 24, TLR9-MyD88 inh -2, MC4R barr agon 0.0, MC4R antagonist -4, LMP1 NFkB inh -1 and ABHD5-PLIN5 inh -4.
`CC(=O)/C(C#N)=C1\NC(=O)C(Cc2ccccc2Cl)S1` (stereo not given) gave NCOA1 inh -26, LRH-1 inv ag -16, NCOA2 inhibitor -5, SRC3 inh 14, NOD2-RIPK2 inh -7, COUP-TFII inh -96, TLR9-MyD88 inh 7, MC4R barr agon -0.9, MC4R antagonist 1, LMP1 NFkB inh -19 and ABHD5-PLIN5 inh -11.
CCC1CCCCN1CCCNC(=O)c1ccc2c(c1)c(C)c(C)n2CC (stereo not given) was read as NCOA1 inh -2, LRH-1 inv ag -29, NCOA2 inhibitor -2, SRC3 inh -6, NOD2-RIPK2 inh -6, COUP-TFII inh 13, TLR9-MyD88 inh -17, MC4R barr agon -0.1, MC4R antagonist 9, LMP1 NFkB inh -1 and ABHD5-PLIN5 inh 12.
For Cc1csc(NC(=O)C2CCCN(S(=O)(=O)c3cccnc3)C2)n1 (stereo not given) the results were NCOA1 inh 5, LRH-1 inv ag 14, NCOA2 inhibitor -20, SRC3 inh 7, NOD2-RIPK2 inh -11, COUP-TFII inh 4, TLR9-MyD88 inh 6, MC4R barr agon 0.3, MC4R antagonist 1, LMP1 NFkB inh 0 and ABHD5-PLIN5 inh -3.
Screening COc1ccc(OCC(O)CNC(=O)Nc2ccccc2)cc1 (stereo not given) returned NCOA1 inh -12, LRH-1 inv ag 16, NCOA2 inhibitor -16, SRC3 inh 19, NOD2-RIPK2 inh -8, COUP-TFII inh -11, TLR9-MyD88 inh -4, MC4R barr agon -0.9, MC4R antagonist 1, LMP1 NFkB inh -4 and ABHD5-PLIN5 inh -2.
CCNC(=O)C(=O)N/N=C/c1cc([N+](=O)[O-])ccc1O was read as NCOA1 inh 1, LRH-1 inv ag 0, NCOA2 inhibitor 12, SRC3 inh 13, NOD2-RIPK2 inh 5, COUP-TFII inh 7, TLR9-MyD88 inh -8, MC4R barr agon -1.8, MC4R antagonist 6, LMP1 NFkB inh 10 and ABHD5-PLIN5 inh -5.
For CN1CCN(C2=C(NS(=O)(=O)c3cccs3)C(=O)c3ccccc3C2=O)CC1 the results were NCOA1 inh 15, LRH-1 inv ag 9, NCOA2 inhibitor -10, SRC3 inh 12, NOD2-RIPK2 inh -1, COUP-TFII inh 9, TLR9-MyD88 inh 2, MC4R barr agon -1.5, MC4R antagonist -22, LMP1 NFkB inh -11 and ABHD5-PLIN5 inh -15.

Screening data (PubChem)

A portion of the library; the hit share may differ from the screen's.
